Compound activity deposited in PubChem by National Center for Advancing Translational Sciences (NCATS).
Epigenetic mod: qHTS Assay for Epigenetic Modulators; mouse C127i GFP locus derepression, cytometry, 30 h; Potency, µM (highest dose often 46.1 µM), for inactives: top-dose GFP derepression (activation); 68,000 tested, 0.09% active; also: % of control where 0% means no effect
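Derepression screen: silenced CMV-GFP reporter in murine C127i cells, 30 h compound incubation at 37 C, washed cells imaged by laser-scanning cytometer to enumerate GFP-expressing objects of 20 to 120 um.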
Hsp90 Hop PPI: qHTS Assay for Disrupters of an Hsp90 Co-Chaperone Interaction; AlphaScreen TPR2A-His6 binding biotin-Hsp90 C-terminal peptide; Potency, µM (doses to about 57 µM), for inactives: at the highest dose activity change, negative = inhibition; 71,000 tested, 0.44% active; AID 595, 2007; active = well fitted curve in either direction with a large enough effect; inconclusive = small, poorly fitted or top-dose-only effect, or another doubt; also: potency is read from the fitted curve at half-maximal effect; % is scaled to controls: 0 for no effect and ±100 for the full control effect; many of its hits are not listed in these tables
BRCT PPI green: qHTS Assay for Inhibitors of BRCT-Phosphoprotein Interaction (Green Fluorophore). Breast cancer type 1 susceptibility protein (Homo sapiens), P38398. BRCA1 BRCT-phosphopeptide binding, green fluorescence polarization. Potency, µM (top dose mostly 76.9 µM), inactives show at the highest dose activity change, negative = inhibition, most hits filed as inhibitors. 75,000 tested, 0.05% active. AID 875, 2007;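 also: potency is read from the fitted curve at half-maximal effect; plate controls were peptide without protein for full effect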
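Fluorescence polarization: His-tagged BRCT (~35 kDa BRCA1 C-terminus, 250 nM) bound to 100 nM fluorescein-labeled phosphorylated 10-aa BACH1 peptide, pH 7.3 phosphate buffer with DTT and Tween 20. Compounds incubated 12 min at room temperature; inhibition read as lowered polarization.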
HBB splicing: qHTS Assay for Modulators of Hemoglobin Beta Chain Splicing; HBB splicing reporter cell assay, activation; EGFP reporter with mutant IVS2-654 intron; response scale: normalised to 500 nM splice-correcting PNA; Potency, µM (highest dose often 46.1 µM), without a hit: top-dose activation, most hits filed as activators; 65,000 tested, 0.06% active; also: potency is read from the fitted curve at half-maximal effect; 0% is about no effect
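HeLa cells stably expressing EGFP interrupted by mutant beta-globin intron 2 (IVS2-654), 500/well in 2% FCS. Treated with compound for 2 days at 37C. Splicing correction scored as total well GFP intensity (488 nm excitation, 500-520 nm emission); 500 nM antisense PNA served as control.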
4-MU autofl: qHTS Assay for Spectroscopic Profiling in 4-MU Spectral Region; compound autofluorescence, 340/450 nm, 4-MU equivalents; active compounds read high; max dye-equivalent concentration, M; 59,000 tested, 11% active; AID 589, 2007; in the data active = max dye-equivalent concentration above about 10 nM; inconclusive = mostly about 1.1 nM to 9.6 nM
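Compounds in 100 mM Tris, pH 8.0, sat 15 min at room temperature before fluorescence was read at 340 nm excitation/450 nm emission; a per-plate six-point 4-MU standard curve converted signals to dye-equivalent concentration at each compound concentration.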
CRE Fsk mod: Cell signaling CRE-BLA (Fsk stim). AID 662, 2007. CHO CRE-bla reporter (cAMP response element driving beta-lactamase), forskolin EC10, beta-lactamase ratio. 71,000 tested, 2.5% active. Potency, µM (top dose mostly 38.2 µM), inactives show at the top dose activity change, negative = inhibition, hits mostly activators; active = well fitted activation curve with a large enough effect in the signal ratio, with a control signal flat, not every such curve was filed as active; inconclusive = small, poorly fitted or top-dose-only effect, or effect the other way, or a change in a side signal; the % refers to the signal ratio; also: potency is read from the fitted curve at half-maximal effect; % of control where 0% means no effect
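qHTS titration format; CRE-bla CHO reporter; stimulus EC10 NKH 477, a water-soluble forskolin. Read: CCF4 460/530 nm ratio. Potency expressed as AC50 for activators or inhibitors.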
DNA Pol III inh: qHTS Assay for Inhibitors of DNA Polymerase III Holoenzyme System; AID 603, 2007; Potency, µM (top dose mostly 57.1 µM), for inactives: at the highest dose activity change, negative = inhibition; reconstituted DNA polymerase III holoenzyme replication, biochemical; 71,000 tested, 0.25% active; also: potency is read from the fitted curve at half-maximal effect; % is scaled to controls: 0 for no effect and ±100 for the full control effect
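Reconstituted *E. coli* holoenzyme (0.35 nM Pol III, 1 nM beta, 154 nM SSB, 2 nM primase) was preincubated with compound for 15 min at RT. Synthesis on 1.4 nM ssM13Gori ran 35 min, then was stopped with PicoGreen/EDTA and read as dsDNA fluorescence.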
BRCT inh red: qHTS Assay for Inhibitors of BRCT-Phosphoprotein Interaction (Red Fluorophore); Breast cancer type 1 susceptibility protein (Homo sapiens), P38398; BRCT-phosphopeptide binding, red fluorescence polarization; Potency, µM (titrated, usually from 76.9 µM), for inactives: top-dose activity change, negative = inhibition, most hits filed as inhibitors; 75,000 tested, 0.03% active; AID 892, 2007; also: % is scaled to controls: 0 for no effect and ±100 for the full control effect
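Rhodamine-labelled pBACH1 10-mer (100 nM) bound to BRCT domain (100 nM) at pH 7.3; compounds incubated 12 min room temperature, polarization read. Free peptide defines full inhibition; unlabelled decapeptide titrated as control.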
A350 fluor: qHTS Assay for Spectroscopic Profiling in A350 Spectral Region. 59,000 tested, 11% active. max dye-equivalent concentration, M. Compound autofluorescence, 340/450 nm, Alexa 350 dye-equivalents; active compounds read high; in the data active = max dye-equivalent concentration above about 10 nM; inconclusive = mostly about 1.1 nM to 9.6 nM
UbGFP stabilizer: Ubiquitin-GFP Assay | Ubiquitin-GFP reporter cells, proteasome inhibition, GFP fluorescence; response scale: untreated = 0%, 10 µM MG-132 = 100% | Potency, µM (highest dose often 45.9 µM), inactives show at the top dose activation (GFP accumulation), most hits filed as activators | 67,000 tested, under 10 active; active = well fitted activation curve with a large enough effect, not every such curve was filed as active; inconclusive = small, poorly fitted or top-dose-only effect, or another doubt; inactive = no such curve, though single readings can be large or run the other way; also: potency is read from the fitted curve at half-maximal effect
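Proteasome block read as GFP accumulation: ubiquitin(G76V)-GFP U2OS cells exposed to compound (2.9 nM–46 uM) for 4 hr at 37 C. Normalization used untreated cells as 0% and 10 uM MG-132 as 100%; concentration-response curves fitted.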
ALOX15 inhib: qHTS Assay for Inhibitors of 15-hLO (15-human lipoxygenase). Polyunsaturated fatty acid lipoxygenase ALOX15 (Homo sapiens), P16050. purified 15hLO-1, xylenol orange hydroperoxide absorbance. Potency, µM (titrated, usually from 57.1 µM), for inactives: at the highest dose activity change, negative = inhibition, actives largely listed as inhibitors. 74,000 tested, 1.4% active. AID 887, 2007; also: potency is read from the fitted curve at half-maximal effect; % is scaled to controls: 0 for no effect and ±100 for the full control effect; nearly all actives have a fitted effect of over 55% in size
Target sequence (P16050 whole entry, looked up): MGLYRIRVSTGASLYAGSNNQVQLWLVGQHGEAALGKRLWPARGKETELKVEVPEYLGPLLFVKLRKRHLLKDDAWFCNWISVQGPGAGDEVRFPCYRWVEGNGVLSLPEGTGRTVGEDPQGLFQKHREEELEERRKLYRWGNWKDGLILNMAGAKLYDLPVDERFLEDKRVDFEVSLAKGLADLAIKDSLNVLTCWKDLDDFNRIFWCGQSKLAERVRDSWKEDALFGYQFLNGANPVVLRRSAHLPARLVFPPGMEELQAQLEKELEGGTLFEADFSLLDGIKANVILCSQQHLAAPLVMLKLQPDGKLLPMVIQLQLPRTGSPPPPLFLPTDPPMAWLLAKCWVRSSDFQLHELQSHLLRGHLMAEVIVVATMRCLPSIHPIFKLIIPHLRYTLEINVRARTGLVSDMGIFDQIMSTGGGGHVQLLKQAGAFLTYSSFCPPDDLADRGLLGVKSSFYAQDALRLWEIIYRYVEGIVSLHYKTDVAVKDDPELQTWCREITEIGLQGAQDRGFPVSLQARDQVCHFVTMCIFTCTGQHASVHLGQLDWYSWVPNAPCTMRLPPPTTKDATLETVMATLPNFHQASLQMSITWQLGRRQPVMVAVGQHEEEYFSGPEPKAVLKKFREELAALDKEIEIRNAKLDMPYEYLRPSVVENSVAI
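Purified human 15hLO-1 (40 nM final) in 25 mM Hepes pH 7.5, 0.01% Triton X-100 was preincubated with compound 15 min at room temperature, then reacted 6 min with 50 uM arachidonic acid; hydroperoxide detected by Fe-XO, 573/405 nm absorbance ratio.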
* marks the source's active call; other numbers are inactive results; [ ] = dose if it differs, or a comment. Unless noted, calls follow the shape of the dose curve; as a rule, active = well fitted curve in the direction sought with a large enough effect; inconclusive = small, poorly fitted or top-dose-only effect, or another doubt; inactive = no such curve, though single readings can be large; an effect the other way counts as inactive or inconclusive.

`CCOc1cc(N2CCOCC2)c(OCC)cc1NC(=O)COC(=O)c1cc(C)oc1C` gave Epigenetic mod 5.9%, Hsp90 Hop PPI -4.4%, BRCT PPI green -0.6%, HBB splicing -0.3%[57.5 µM], 4-MU autofl inconclusive, CRE Fsk mod 5.8%, DNA Pol III inh -5.1%, BRCT inh red 0.1%, A350 fluor inconclusive, UbGFP stabilizer 0.8% and ALOX15 inhib -1.2%.
Screening CCn1c(CSc2nnc3ccccn23)nc2cc(C(=O)O)ccc21 returned Epigenetic mod 3.8%, Hsp90 Hop PPI -4.6%, BRCT PPI green 0.8%, HBB splicing 0.0%[57.5 µM], 4-MU autofl inconclusive, CRE Fsk mod -3.9%, DNA Pol III inh -4.0%, BRCT inh red -21.5%, A350 fluor inconclusive, UbGFP stabilizer -3.8% and ALOX15 inhib 9.2%.
`O=C(OCn1nnc2ccccc2c1=O)c1ccc2c(=O)n3c(nc2c1)CCC3` gave Epigenetic mod 2.7%, Hsp90 Hop PPI -3.2%, BRCT PPI green -0.4%, HBB splicing 0.0%[57.5 µM], 4-MU autofl inactive, CRE Fsk mod -27.0%, DNA Pol III inh -10.2%, BRCT inh red -1.1%, A350 fluor inactive, UbGFP stabilizer 1.3% and ALOX15 inhib 2.3%.
For O=C(NCC1CCCO1)[C@@H]1CSC2c3ccccc3C(=O)N21 (some centres not stated) the results were Epigenetic mod 2.1%, Hsp90 Hop PPI -3.2%, BRCT PPI green -0.3%, HBB splicing 3.9%[0.369 µM], 4-MU autofl inactive, CRE Fsk mod -22.3%, DNA Pol III inh -1.7%, BRCT inh red -1.6%, A350 fluor inactive and ALOX15 inhib 0.6%.
For C=CCn1c(O)c(CN2CCOCC2)c(C)c(C#N)c1=O the results were Epigenetic mod 0.1%, Hsp90 Hop PPI -7.1%, BRCT PPI green -6.8%, 4-MU autofl 1.11e-08M*, CRE Fsk mod -0.1%, DNA Pol III inh -4.5%, BRCT inh red 0.0%, A350 fluor 1.07e-08M*, UbGFP stabilizer -2.2% and ALOX15 inhib -13.9%.
Screening CCOC(=O)N1CCN(C(=O)CSc2nnc(C3COc4ccccc4O3)o2)CC1 (configuration not stated) returned Epigenetic mod 3.4%, Hsp90 Hop PPI -1.3%, BRCT PPI green -2.9%, HBB splicing -0.5%, CRE Fsk mod -7.7%, DNA Pol III inh -2.1%, BRCT inh red -0.6%, UbGFP stabilizer -8.7% and ALOX15 inhib 3.8%.
O=C1c2oc3ccccc3c(=O)c2C(c2cccc(O)c2)N1c1ccccn1 (configuration not stated) was read as Epigenetic mod -0.4%, Hsp90 Hop PPI -4.4%, BRCT PPI green -3.6%, HBB splicing 0.7%, CRE Fsk mod 2.0%, DNA Pol III inh -0.4%, BRCT inh red -0.1%, UbGFP stabilizer 4.8% and ALOX15 inhib -3.7%.
CS(=O)(=O)N1CCN(C(=O)CCC2CCCC2)CC1 was read as Epigenetic mod 0.0%, Hsp90 Hop PPI -4.3%, BRCT PPI green -1.4%, HBB splicing -0.2%, CRE Fsk mod 4.1%, DNA Pol III inh -4.9%, BRCT inh red 0.0%, UbGFP stabilizer 8.1% and ALOX15 inhib 13.0%.
For O=C(O)C[C@H]1OCC=C2C[N@@+]3([O-])CC[C@]45c6ccccc6N[C@@H]4[C@@H]1[C@H]2C[C@H]53 the results were Epigenetic mod 5.8%[9.22 µM], Hsp90 Hop PPI -3.9%[11 µM], BRCT PPI green -1.5%[15.4 µM], HBB splicing 2.1%[9.22 µM], 4-MU autofl inactive, CRE Fsk mod 5.3%[7.6 µM], DNA Pol III inh -9.4%[11.4 µM], BRCT inh red -1.2%[15.4 µM], A350 fluor inactive, UbGFP stabilizer 1.1%[9.17 µM] and ALOX15 inhib 1.2%[11.4 µM].
COCC(=O)N1CCC2(CCCN(c3ncccn3)C2)CC1 was read as Epigenetic mod 0.0%[9.22 µM], Hsp90 Hop PPI 0.0%, BRCT PPI green -2.2%, HBB splicing 1.5%, 4-MU autofl inactive, CRE Fsk mod 1.0%, DNA Pol III inh -4.0%, BRCT inh red -0.8%, A350 fluor inactive, UbGFP stabilizer 6.8% and ALOX15 inhib 3.3%.
Cn1c(=O)c2c(nc(CN3CCOCC3)n2CCN2CCOCC2)n(C)c1=O was read as Epigenetic mod 0.0%, Hsp90 Hop PPI 0.0%, BRCT PPI green 0.4%, HBB splicing 3.7%[0.369 µM], 4-MU autofl inconclusive, CRE Fsk mod -5.2%, DNA Pol III inh -3.2%, BRCT inh red -1.3%, A350 fluor inconclusive and ALOX15 inhib 13.6%.
COc1ncc2nc(-c3ccc(F)cc3)c(=O)n(C3CC3)c2n1 was read as Epigenetic mod -2.7%[9.22 µM], Hsp90 Hop PPI -1.6%, BRCT PPI green -1.0%, HBB splicing 0.0%, 4-MU autofl inactive, CRE Fsk mod 3.4%, DNA Pol III inh -4.4%, BRCT inh red -1.0%, A350 fluor inactive, UbGFP stabilizer 7.3% and ALOX15 inhib 8.0%.
For O=C(NCc1ccco1)c1cccn2c(=O)c3cc(Br)ccc3nc12 the results were Epigenetic mod 2.6%, Hsp90 Hop PPI -2.8%, BRCT PPI green -4.8%, HBB splicing 1.0%, 4-MU autofl inconclusive, CRE Fsk mod 16.8%, DNA Pol III inh -13.4%, BRCT inh red -3.4%, A350 fluor inconclusive, UbGFP stabilizer 3.3% and ALOX15 inhib inconclusive.
For O=C(CCS(=O)(=O)c1ccc(Cl)cc1)N1CCN(S(=O)(=O)c2cccs2)CC1 the results were Epigenetic mod 2.7%, Hsp90 Hop PPI 0.6%, BRCT PPI green -0.4%, HBB splicing -0.2%[57.5 µM], 4-MU autofl inactive, CRE Fsk mod -6.2%, DNA Pol III inh 7.4%, BRCT inh red -0.1%, A350 fluor inactive, UbGFP stabilizer 1.0% and ALOX15 inhib 5.1%.
`Cc1ccc(NC(=O)CSc2nnc(-c3ccc(S(=O)(=O)N4CCCC4)cc3)o2)cc1C` gave Epigenetic mod 0.0%, Hsp90 Hop PPI 0.8%, BRCT PPI green -1.1%, HBB splicing -0.2%[57.5 µM], 4-MU autofl inactive, CRE Fsk mod 10.8%, DNA Pol III inh -4.5%, BRCT inh red 0.4%, A350 fluor inactive, UbGFP stabilizer 2.9% and ALOX15 inhib -3.6%.
`COc1ccc(-n2c(=O)c(C)nc3cnc(Oc4cccc(Cl)c4)nc32)cc1` gave Epigenetic mod 0.0%[9.22 µM], Hsp90 Hop PPI -3.8%, BRCT PPI green 2.2%, HBB splicing 1.9%, 4-MU autofl inactive, CRE Fsk mod inconclusive, DNA Pol III inh -1.3%, BRCT inh red -0.7%, A350 fluor inactive, UbGFP stabilizer -3.1% and ALOX15 inhib -7.3%.
FC(F)(F)c1cc(CO[C@@H]2CCCN[C@H]2c2ccccc2)cc(C(F)(F)F)c1 was read as Epigenetic mod -1.2%, Hsp90 Hop PPI -1.0%, BRCT PPI green -1.0%, HBB splicing 0.3%, 4-MU autofl inactive, CRE Fsk mod 1.9%, DNA Pol III inh 2.7%, BRCT inh red -0.3%, A350 fluor inactive, UbGFP stabilizer -3.1% and ALOX15 inhib -9.0%.
For COc1ccccc1CNc1ccnc(-c2c(C)noc2C)n1 the results were Epigenetic mod 0.0%[9.22 µM], Hsp90 Hop PPI 3.5%, BRCT PPI green -0.9%, HBB splicing -1.1%, 4-MU autofl inactive, CRE Fsk mod inconclusive, DNA Pol III inh 4.3%, BRCT inh red 0.6%, A350 fluor inactive, UbGFP stabilizer -1.6% and ALOX15 inhib inconclusive.
`CC1(C)Cc2ccccc2-c2nc(CN3CCOCC3)[nH]c(=O)c21` gave Epigenetic mod 0.0%, Hsp90 Hop PPI -3.2%, BRCT PPI green -6.7%, HBB splicing -2.1%[57.5 µM], 4-MU autofl inactive, CRE Fsk mod 20.6%, DNA Pol III inh -5.9%, BRCT inh red 1.9%, A350 fluor inactive, UbGFP stabilizer 7.7% and ALOX15 inhib -13.4%.
`COc1ccc(-n2c(Cc3cccn3C)nnc2SCC(=O)Nc2ccc(C)cc2C)cc1` gave Hsp90 Hop PPI -3.7%[2.3 µM], BRCT PPI green 2.4%, HBB splicing -0.3%, CRE Fsk mod inconclusive, DNA Pol III inh -5.1%, BRCT inh red -1.3%, UbGFP stabilizer -10.2% and ALOX15 inhib -20.2%.
